From PubChem
IDE cell activ: human IDE activators in live cells, primary screen, fluorescence polarization, HEK cells, FAbeta-B substrate | FAbeta-B cleavage; 0% vehicle, 100% cell-free pure enzyme wells | 340,000 compounds, 0.073% hits | activation, % at 5.96 µM | Insulin-degrading enzyme (Homo sapiens), P14735;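 active = activation above the mean of all tested compounds plus 3 SD, set per screening campaign, cut at about 17% in these data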
Target sequence (P14735 whole entry, looked up): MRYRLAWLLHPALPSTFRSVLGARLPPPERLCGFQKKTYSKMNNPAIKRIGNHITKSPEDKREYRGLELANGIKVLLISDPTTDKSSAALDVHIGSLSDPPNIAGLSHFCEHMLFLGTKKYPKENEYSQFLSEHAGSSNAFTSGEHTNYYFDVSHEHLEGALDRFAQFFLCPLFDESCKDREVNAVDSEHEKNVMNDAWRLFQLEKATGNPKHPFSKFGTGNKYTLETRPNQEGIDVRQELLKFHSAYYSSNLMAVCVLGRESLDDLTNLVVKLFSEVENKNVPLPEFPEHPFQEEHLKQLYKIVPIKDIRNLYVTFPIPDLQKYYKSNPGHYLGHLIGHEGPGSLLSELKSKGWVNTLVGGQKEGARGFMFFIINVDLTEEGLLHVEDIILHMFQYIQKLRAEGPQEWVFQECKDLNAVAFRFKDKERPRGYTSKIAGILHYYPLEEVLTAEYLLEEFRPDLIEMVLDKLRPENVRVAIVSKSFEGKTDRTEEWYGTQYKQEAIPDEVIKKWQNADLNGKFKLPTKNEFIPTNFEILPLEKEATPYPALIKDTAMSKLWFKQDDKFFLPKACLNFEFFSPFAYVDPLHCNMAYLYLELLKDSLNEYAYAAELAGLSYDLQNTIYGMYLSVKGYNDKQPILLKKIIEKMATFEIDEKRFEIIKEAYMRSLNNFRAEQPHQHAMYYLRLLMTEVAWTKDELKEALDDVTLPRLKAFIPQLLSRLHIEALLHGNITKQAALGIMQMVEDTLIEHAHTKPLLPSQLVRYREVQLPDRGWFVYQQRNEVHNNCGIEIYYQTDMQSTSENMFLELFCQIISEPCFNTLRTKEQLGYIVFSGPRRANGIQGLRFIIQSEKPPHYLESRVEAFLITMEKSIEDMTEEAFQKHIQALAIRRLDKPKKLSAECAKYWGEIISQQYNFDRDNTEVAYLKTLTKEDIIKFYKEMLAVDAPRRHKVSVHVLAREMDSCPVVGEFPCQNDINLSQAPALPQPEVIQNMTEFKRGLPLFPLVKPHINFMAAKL
Numbers without * were called inactive. This is a subset; count on the stated rates, not on these rows.

The opening 7 entries, to show the layout:
Molecule	IDE cell activ
CN(C(=O)COC(=O)C12CC3CC(CC(Cl)(C3)C1)C2)c1ccccc1	-1
COc1ccc(NS(=O)(=O)c2cccc(C(=O)NCC3CCCO3)c2)cc1 (configuration not stated)	0
Cc1ccc(S(=O)(=O)CCC(=O)OCC(=O)NC(C)c2ccccc2)cc1 (configuration not stated)	3
O=C1c2ccccc2NC(c2cccs2)N1O (configuration not stated)	-1
COc1cccc(C(=O)NCC2CCCN2S(=O)(=O)c2cccs2)c1 (configuration not stated)	2
CCCc1c(OCCCOc2ccc(OCC(=O)O)cc2)ccc(C(C)=O)c1O	2
Cc1ccc(C(=O)C(C)OC(=O)Cn2cnc3c2c(=O)n(C)c(=O)n3C)cc1 (configuration not stated)	7

Results, previewed entries included:
Molecule	IDE cell activ
CN(C(=O)COC(=O)C12CC3CC(CC(Cl)(C3)C1)C2)c1ccccc1	-1
COc1ccc(NS(=O)(=O)c2cccc(C(=O)NCC3CCCO3)c2)cc1 (configuration not stated)	0
Cc1ccc(S(=O)(=O)CCC(=O)OCC(=O)NC(C)c2ccccc2)cc1 (configuration not stated)	3
O=C1c2ccccc2NC(c2cccs2)N1O (configuration not stated)	-1
COc1cccc(C(=O)NCC2CCCN2S(=O)(=O)c2cccs2)c1 (configuration not stated)	2
CCCc1c(OCCCOc2ccc(OCC(=O)O)cc2)ccc(C(C)=O)c1O	2
Cc1ccc(C(=O)C(C)OC(=O)Cn2cnc3c2c(=O)n(C)c(=O)n3C)cc1 (configuration not stated)	7
Cc1cnc(C(=O)OCC(=O)Nc2cc(Cl)ccc2C#N)cn1	0
Cc1ccc(NCSc2ccc(Cl)cc2)cc1	1
CCN1CCN(c2ccc(S(=O)(=O)N3CCCCC3)cc2NC(=O)c2cc3ccccc3o2)CC1	9

Taken from above.
In IDE cell activ, Cc1ccc(S(=O)(=O)CCC(=O)OCC(=O)NC(C)c2ccccc2)cc1 (configuration not stated) has the entry 3
In IDE cell activ, COc1cccc(C(=O)NCC2CCCN2S(=O)(=O)c2cccs2)c1 (configuration not stated) has the entry 2

(list continues)
Molecule	IDE cell activ
CC(=O)Oc1ccc(/C=C(\NC(=O)c2cccc(Br)c2)C(=O)Nc2ccc(C(=O)O)cc2)cc1	0
CCOc1ccc(NC(=O)C(C)NC(=O)c2ccccc2Cl)cc1S(=O)(=O)N1CCCC1 (configuration not stated)	1
CCCCn1c(N)c(N(CC(C)C)C(=O)c2cc3c(s2)CCC3)c(=O)[nH]c1=O	-1
O=C1NC[C@@H](c2ccccc2)OC(=O)[C@H](Cc2ccc(F)cc2)C/C=C\C[C@@H]1CC(=O)N(CCO)Cc1ccccc1	7
Cc1ccn2cc(C(=O)Nc3cccc(C(=O)NC4CC4)c3)nc2c1	3
O=C(CSc1ccccn1)Nc1ccc2c(c1)CCC2	-1
COC(=O)C1=C(C)NC(=S)NC1c1ccc(OCC(=O)N2CC(C)OC(C)C2)c(OC)c1 (configuration not stated)	4
Cc1cccc(C(=O)OCC(=O)Nc2ccccc2C(=O)NC2CC2)c1	-3
O=C(NCc1ccccc1CN1CCCC1)c1cccc(S(=O)(=O)N2CCOCC2)c1	0
CC(OC(=O)CC1CCCCC1)C(=O)Nc1ccc(S(N)(=O)=O)cc1 (configuration not stated)	1

Molecule	IDE cell activ
N#Cc1ccccc1OCC(=O)N(C1CCCCC1)C1CCS(=O)(=O)C1 (configuration not stated)	5
CN(Cc1ccccc1)c1ncnc2[nH]ncc12	-3
O=C(OCC(=O)N(CCc1ccccc1)Cc1ccccc1)c1ccccc1[N+](=O)[O-]	2
CCC(=O)c1ccc(OCC(=O)N2CCN(S(=O)(=O)c3ccc(Cl)s3)CC2)cc1	-1
Cc1cccn2c(=S)[nH]nc12	-3
COc1ccc(-c2nnc(NC(=O)CS(=O)(=O)c3ccc(F)cc3)o2)cc1	3
O=C(COc1ccccc1)N[C@@H]1c2ccccc2CC[C@H]1OCc1ccccc1	6
C[C@@H]1NS(=O)(=O)c2cc(Cl)ccc2O[C@@H]1c1ccccc1	0
CC(C)(C)OC(=O)N[C@H](/C=C/c1ccccc1)C(=O)OC(C)(C)C	6
CC(=O)Nc1cccc(NC(=O)C(=O)Nc2ccc3c(c2)N(C(=O)C2CC2)CCC3)c1	1

Molecule	IDE cell activ
Cc1cc(NC(=O)COC(=O)c2ccc([N+](=O)[O-])cc2Cl)no1	3
Cc1ccc(C(=O)OCc2nc3ccsc3c(=O)[nH]2)o1	5
C#CCOCCOCCOCCNc1nc(N2CCN(C(=O)[C@H](CCCCN)n3cc(CN)nn3)CC2)nc(N2CCN(C(=O)[C@H](CCC(=O)O)n3cc([C@@H](N)CCSC)nn3)CC2)n1	4
CCCCCCN[C@H]1CCC2C3CC=C4C[C@@H](O)CC[C@]4(C)C3CC[C@@]21C (some centres not stated)	-2
CCN1CCN(S(=O)(=O)c2ccc(Cl)c(C(=O)NC3CC3)c2)CC1	2
O=C(CN1C(=O)NC2(CCCCCC2)C1=O)Nc1ccc(Cl)c([N+](=O)[O-])c1	-2
CCOC(=O)c1cc(C(C)C)sc1NC(=O)COC(=O)c1nccnc1N	0
COc1ccccc1/C=N\NC(=O)c1ccc(COc2ccc(C)c(C)c2)o1	0
CCOC(=O)[C@H]1[C@H]2COc3ccc(Br)cc3[C@@H]2N2C(=O)N(c3ccccc3)C(=O)[C@@]12C	6
CCn1c2ccccc2c2cc(/C=C(/C#N)C(N)=S)ccc21	-4

Molecule	IDE cell activ
O=C(Nc1ccccn1)c1cc(-c2ccc(Cl)s2)nc2ccccc12	1
COc1cc(C)ccc1OCC(=O)OCC(=O)c1cc(C)n(CC2CCCO2)c1C (configuration not stated)	4
CC(C)CCN(C(=O)c1ccc(N2CCCC2=O)cc1)c1c(N)n(Cc2ccccc2)c(=O)[nH]c1=O	1
COc1ccc(CCC(=O)OCC(=O)Nc2c(C)n(C)n(-c3ccccc3)c2=O)cc1	2
N#Cc1cnn(-c2ccccc2)c1NC(=O)c1ccccc1F	3
CCN(CC(=O)NC1CCS(=O)(=O)C1)S(=O)(=O)c1cc(Br)ccc1Br (configuration not stated)	-2
COc1cc(NC(=O)CN2C(=O)C(=O)N(C3CCCC3)C2=O)cc(OC)c1	3
CC(C)NC(=O)Nc1cccc2c1O[C@H](CN(C)C(=O)Nc1ccc(C(F)(F)F)cc1)[C@@H](C)CN([C@H](C)CO)C2=O	5
C[n+]1c(-c2ccc(C=NNC(=O)c3ccc(C(=O)NN=Cc4ccc(-c5cn6ccccc6[n+]5C)cc4)cc3)cc2)cn2ccccc21	0
COc1ccc(Cl)cc1NC(=O)CN(C)CC(=O)NCc1cccs1	-2

Molecule	IDE cell activ
O=C(Nc1ccccc1Cl)c1ccc2c(=O)n3c(nc2c1)CCC3	5
C=C1[C@@H](CCO)N(S(=O)(=O)C(C)(C)C)C[C@@H]1C	1
CC/C(=N/NC(=O)c1ccccc1O)c1c(C)[nH]n(-c2ccccc2)c1=O	12
COc1ccccc1NS(=O)(=O)c1cc(C(=O)N2CCCCCC2)ccc1C	6
COc1ccc(-c2cn(CCO)c(CCN)n2)cc1	-3
CCN(C(=O)COC(=O)c1nccnc1N)c1cccc2ccccc12	5
C[C@H]1CN([C@@H](C)CO)C(=O)c2cccc(NC(=O)C3CC3)c2O[C@H]1CN(C)S(=O)(=O)c1ccccc1	-1
O=C(COC(=O)CN1C(=O)c2ccccc2C1=O)Nc1cccc(F)c1	-1
CS(=O)(=O)c1ccc(NC(=O)C2CCCN(C(=O)c3ccc(Cl)cc3)C2)cc1 (configuration not stated)	7
COc1ccc(-c2nnc(-c3ccc4ccccc4c3)o2)cc1	-1

Molecule	IDE cell activ
Cc1cc(C(=O)COc2ccc(Br)cc2F)c(C)n1C1CC1	4
Cc1ccc(C(=O)NCC(=O)OC(C)C(=O)Nc2ccccc2[N+](=O)[O-])s1 (configuration not stated)	1
CN(CC(=O)Nc1cccc(F)c1)C(=O)c1cc(S(=O)(=O)N2CCCCC2)ccc1N1CCOCC1	-4
COc1ccc(CCNC(=O)c2ccc([N+](=O)[O-])cc2Cl)cc1OC	5
CCCCNC(=O)c1c(CSc2ccc(Cl)cc2)noc1C(=O)NCCC	-3
CC[C@]12c3[nH]c4cc(CCC(=O)N(C)C)ccc4c3CCN1C(=O)[C@@H](CC(=O)NCc1ccco1)C[C@@H]2C(=O)N1CCN(C(=O)C2CC2)CC1	0
CCc1cccc(C)c1NC(=O)c1cc(-c2ccncc2)nc2ccccc12	2
COC(=O)[C@]1(C)N[C@H](CN(C)C(=O)NC(C)C)[C@@H]2C(=O)N(C)C(=O)[C@@H]21	-4
CCN(c1ccccc1)S(=O)(=O)c1ccc(OC)c(NC(=O)Cc2ccc(OC)c(OC)c2)c1	1
Cc1cc(C)cc(C(=O)NCC(=O)OCN2C(=O)c3ccccc3C2=O)c1	0

Molecule	IDE cell activ
CCCCCCSc1cc(-c2nc3ccc(Cl)cn3c2NCCCC)ccc1OC	2
COc1cc(O)c2c(=O)c3c(O)ccc(O)c3oc2c1	-2
N#Cc1ccc(N)cc1OCCCN1CCCCC1	6
CCCn1ccc2c(OCC(=O)Nc3ccc(NC(C)=O)cc3)cccc2c1=O	0
CC(Oc1cccc(Br)c1)C(=O)Nc1cccc(S(=O)(=O)N2CCOCC2)c1 (configuration not stated)	2
COC(=O)[C@H]1C[C@H](O)CN1S(=O)(=O)c1ccc(Br)cc1F	-2
O=C1OC[C@H]2CCCN2C(=O)[C@@H](CC(=O)N(CCO)Cc2ccccc2)C/C=C\CC[C@@H]1Cc1ccc(F)cc1	6
NC(=O)C1CCCN(C(=O)c2cccc(NC(=O)c3cccs3)c2)C1 (configuration not stated)	0
O=[N+]([O-])c1ccccc1S(=O)(=O)N/C(=N/S(=O)(=O)c1ccccc1)c1ccccc1	4
COc1ccc(-c2cc(C(=O)OCC(=O)NC3CC3)c3ccccc3n2)cc1	10

Molecule	IDE cell activ
CC1CCCN(CCS(=O)(=O)c2ccccc2)C1 (configuration not stated)	1
Cc1cc(Cl)ccc1NC(=O)CN(C)C1=NS(=O)(=O)c2ccccc21	-3
COc1ccc(C(=O)OCC(=O)c2c[nH]c3ccccc23)cc1OC	-5
CC(Oc1cccc(Cl)c1)C(=O)Nc1nc(-c2ccccn2)cs1 (configuration not stated)	0
COc1ccccc1C(=O)NC(=O)COC(=O)c1ccc([N+](=O)[O-])cc1Cl	3
CCN1C(=O)[C@H]2[C@H]3CN=C(SCc4ccc(Cl)cc4)N3[C@@](C)(C(=O)OC)[C@H]2C1=O	-1
CCN(C(=O)COC(=O)/C=C/c1ccco1)c1c(N)n(Cc2ccccc2)c(=O)[nH]c1=O	-4
COCCN(C(=O)COC(=O)CNC(=O)c1ccc(C)cc1)c1c(N)n(Cc2ccccc2)c(=O)[nH]c1=O	-2
Cc1nc(SCc2nc3ccccc3[nH]2)c2oc3cc(Br)ccc3c2n1	1
Cc1cc2c(c(C)c1CCO[C@@H]1O[C@H](CO)[C@@H](O)[C@H](O)[C@H]1O)C(=O)[C@@H](C)[C@@H]2O	1

Molecule	IDE cell activ
COc1ccc(C(=O)COC(=O)c2sc(C)nc2C)cc1F	-4
N#CCC(=O)Nc1ccc(C(=O)OCC(=O)NC(=O)Cc2ccccc2)cc1	0
Cc1ccc(C(=O)N[C@H](C(=O)Nc2ccc(N3CCOCC3)cc2)C(C)C)cc1	3
O=C(COC(=O)c1ccccc1O)NCc1ccco1	4
COc1cccc(NC(=O)COC(=O)c2c(C)nn(-c3ccccc3)c2C)c1	2
O=C(c1ccccc1)N1CCN(c2ccccc2)CC1	1
O=C(NCc1n[nH]c(=O)c2ccccc12)C1CC(=O)N(c2ccc(Cl)cc2)C1 (configuration not stated)	-2
Nc1nc(Cl)c(N)c(NCC2(CO)CC(CCc3ccccc3)C2)n1 (configuration not stated)	-5
O=CC(=O)c1ccccc1	3
CSCCC(NC(=O)c1ccccc1Br)C(=O)NCC(C)(C)N1CCOCC1 (configuration not stated)	6

Molecule	IDE cell activ
COc1cc(/C=N/NC(=O)c2cc(-c3cccc(Br)c3)nc3ccccc23)cc(OC)c1O	6
COc1ccc(S(=O)(=O)N(C)C[C@H]2Oc3c(NC(=O)c4ccncc4)cccc3C(=O)N([C@H](C)CO)C[C@@H]2C)cc1	3
COc1cccc(CN(C)C(=O)C(Cc2ccccc2)NC(=O)c2ccccc2)c1OC (configuration not stated)	5
Clc1ccc(CN2CC[C@H]3C=CCc4cccc(c43)C2)cc1	2
COC(=O)c1ccc(COC(=O)CCNS(=O)(=O)c2ccc(C)c(C)c2)cc1	3
C=CC[C@@H](CC(=O)OC(C)(C)C)C(=O)OC[C@H]1CCCN1C(=O)[C@@H](CC=C)CC(=O)N[C@H](CO)Cc1ccccc1	-2
CCCCN1CCNC[C@@H]1Cc1ccc(O)cc1	5
CC(C)Cn1cnc2c(SCc3ccc(Cl)cc3)nc(N)nc21	0
CCN(C(=O)COC(=O)c1sccc1C)c1c(N)n(Cc2ccccc2)c(=O)[nH]c1=O	3
Cc1ccc(C(C)C)c(OCC(=O)NCC(c2cccs2)N2CCOCC2)c1 (configuration not stated)	0

Molecule	IDE cell activ
CCC(C)Sc1ccc(-c2nc3cnccn3c2NC2CCCCC2)cc1 (configuration not stated)	5
O=C(NCCSc1ncc(-c2ccccc2)[nH]1)c1ccco1	6
Cc1cccc2sc(N(CCCN3CCOCC3)C(=O)CS(=O)(=O)c3ccc(F)cc3)nc12	-4
NC(=O)c1cc([N+](=O)[O-])ccc1NCc1ccc(F)cc1	1
S=C1SCCN1Cc1ccccc1	6
N=c1c(S(=O)(=O)c2ccc(Br)cc2)cc2c(=O)n3ccccc3nc2n1CCN1CCOCC1	6
CCCCCCCCCC(=O)N[C@@H]1c2cc(OC)c(OC)cc2C[C@H]1O	3
